# Screening data as filed in PubChem.
# PGC1a acetyl inh: modulators of PGC1a acetylation. U2OS PGC1a acetylation, AlphaScreen anti-acetyl-lysine; with virally co-expressed GCN5 acetyltransferase. inhibition, % at 15.6 µM. actives 0.17% (n = 350,000). AID 651687;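 active = every replicate shows inhibition of at least 40%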;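 note: 0% = neutral control wells and 100% = positive control wells; some results beyond the cut were filed as inactive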
# FN deposit inh: fibronectin deposition inhibition | inhibition, % at 12.6 µM | AID 743247 | actives 0.086% (n = 350,000) | AH1F fibroblasts, Alexa488-fibronectin deposition fluorescence, overnight;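 active = mean inhibition across replicates of 30% or more, regardless of how many single replicates reach that level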;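 note: positive control wells lacked labelled fibronectin entirely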
#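 material = AH1F fibroblast monolayer depositing Alexa488-labelled fibronectin into matrix | amount = 10000 AH1F cells/well | buffer or medium = DMEM plus 2% serum, read in PBS | incubation = 1 h cell adhesion before compound, then overnight fibronectin incubation | detection = fluorescence at 485 nm excitation, 525 nm emission | evaluation = percent inhibition as loss of matrix-bound fibronectin fluorescence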
# C2C12 statin: suppression of simvastatin myotoxicity | actives 0.78% (n = 330,000) | C2C12 myotubes + simvastatin, ATP luminescence, 48 h; scaled: DMSO 0, geranylgeraniol control 100 | rescue of ATP level, % at 7.49 µM;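 active = mean ATP rescue above about 67%, or every replicate alone reaching that limit, limit read from the data, passing the limit was not always enough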;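 note: myotubes were challenged with 10 µM simvastatin during compound exposure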
# F508del corr: CFTR F508del correction in bronchial cells | actives 0.36% (n = 350,000) | AID 720511 | CFBE cells, YFP halide quenching; stimulated with forskolin plus potentiator P3; % fluorescence drop versus neutral controls | activity (quench increase), % at 7.58 µM;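 active = mean added fluorescence quench of at least 8% versus neutral control, with both replicates also reaching 8%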;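 note: cells transiently co-express mutant CFTR-F508del with the halide-sensitive YFP; corrector assay measuring rescue of mutant channel to the surface after 24 h compound exposure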
# GSIS activator: primary screen for activators of insulin secretion dependent on glucose, INS-1E cells, GLuc reporter luminescence | activation, % at 16.6 µM | AID 743287 | INS-1E GLuc reporter insulin secretion, 2-3 h | actives 0.61% (n = 370,000);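 active = lowest replicate activation of at least 40%, so every replicate reaches that level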;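 note: 0% = median of neutral control wells and 100% = median of IBMX positive control wells; some compounds called inactive have numbers as strong as hits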
# miR122 inh: inhibitors of miR-122 in Huh7 cells | actives 0.3% (n = 340,000) | activation (reporter increase), % at 12.5 µM | Huh7 miR-122 Renilla luciferase sensor, 48 h; neutral wells = 0, positive control = 100;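 active = mean replicate activation score at least 90 and every replicate individually at or above 90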;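 note: higher luciferase means less miR-122 activity so hits act as miR-122 inhibitors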
# PglD DTNB: blocks C. jejuni PglD acetyltransferase activity; purified PglD enzyme, DTNB colorimetric CoA detection; inhibition, % at 12.5 µM; actives 0.098% (n = 360,000); in the data active = inhibition above about 16%, passing the limit was not always enough; note: strong numbers were not always called active
# Cneo AK release: Cryptococcus neoformans lysis via adenylate kinase release; C. neoformans lysis, adenylate kinase release luminescence, 4 h; normalised: neutral wells 0, clomiphene wells 100; lysis activity, % at 15 µM; actives 0.2% (n = 360,000); AID 651654;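 active = mean lysis activity across replicates of at least 80%, whatever share of replicates individually reach that level; inactive = mean lysis activity below 80%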
#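 read-out = cell lysis signal | test system = log-phase Cryptococcus neoformans yeast cells | input = cells at 5 × 10^6 per mL | medium = fresh YPD growth medium | signal = luminescent adenylate kinase detection reagent | timing = 4 h at 37 °C static, read 1 h later | dosing = single dose | controls = Clomiphene as positive lysis control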
# Numbers without * were called inactive; . = not tested or not shown; & = joins results of further samples; [ ] = remark or other dose.
SMILES,PGC1a acetyl inh,FN deposit inh,C2C12 statin,F508del corr,GSIS activator,miR122 inh,PglD DTNB,Cneo AK release
C[C@@H](NC(=O)C[C@H]1C=C[C@H](NC(=O)Nc2ccc3c(c2)OCO3)[C@H](CO)O1)c1ccccc1,-5,0,-7,-2.0,5,-2[16.7 µM],-5,-15
CSC1=NC2(CC(c3ccccc3)Oc3cc(O)ccc32)CC(C)(C)N1 (stereo not drawn),-6,.,8,.,.,0,1,1
CCOC(=O)c1cnc2ccc(OCC)cc2c1NCCN1CCOCC1,-5,.,0,1.2,5,-4,-2,14
O=S1(=O)C=C(Oc2ccc3ccccc3c2)c2ccccc21,-11,.,5,.,.,-6,.,2
COc1ccc(S(=O)(=O)Nc2cccc3c2O[C@@H](CN(C)CC2CC2)[C@@H](C)CN([C@H](C)CO)C3=O)cc1,2,.,-7,-2.1,16,21[16.7 µM],-2,0
CC(=O)c1cn(CC(=O)Nc2ccccc2C(F)(F)F)c2ccccc12,.,-3,9,-1.4,21,.,.,1
C[C@@H]1CN([C@@H](C)CO)C(=O)Cc2cc(NS(=O)(=O)c3ccc(Cl)cc3)ccc2O[C@@H]1CN(C)S(=O)(=O)c1ccc(F)cc1,3,.,47,1.7,-10,-15[16.7 µM],1,1
O=S(=O)(Nc1cccc(S(=O)(=O)N2CCOCC2)c1)c1ccc(Cl)s1,.,0,5,-0.9,3,24,-7,-1
CCOC(=O)C1CCN(C(=O)CSc2nnc(-c3ccco3)n2-c2ccccc2)CC1,-5,.,.,.,3,-9,-1,5
Cc1cc(C)c(S(=O)(=O)NCc2csc(C)n2)c(C)c1,-2,-3,-2,2.1,-1,6,-2,-1
Cc1cc(C)c(NC(=O)CNC(=O)CNC(=O)C2CCCCC2)c(C)c1,-8,3,26,0.8,-9,0,4,1
OCC1(Cc2ccccc2)CCN(C2CCN(c3ccc(F)c(F)c3)CC2)CC1,-6,-1,-3,4.9,.,15,.,.
CCN(CC)C(=O)C1=C(C)N(Cc2ccccc2)C(=O)C(CC(=O)NC2CC2)C1 (stereo not drawn),-4,-2,-5,-5.2,57,-3,0,-1
CC(C)NC(=O)C1CCCN(S(C)(=O)=O)C1 (stereo not drawn),-20,6,-20,.,14,0,-7,1
COc1cc(C(=O)NCCc2ccc(S(N)(=O)=O)cc2)ccc1OCc1c(C)noc1C,1,5,-1,-1.4,5,0,-6,1
O=C(CCCCn1cnc2c(=S)nc[nH]c21)Nc1ccc(C(=O)O)cc1,5,7,0,2.4,-2,.,4,4
Cc1ccc(S(=O)(=O)N2CCCc3ccccc32)cc1,-33,-4,-7,-0.9,.,3,-2,-5
O=C(O)CSCc1nc2ccccc2s1,-4,-11,-11,.,.,.,3,2
COc1ccc(C(=O)c2c3ccc(C(F)(F)F)cc3[n+]([O-])n2CCCC(N)=O)cc1,-20,5,8,0.7,.,7,0,-2
CCCOc1ccc(/C(O)=C2\C(=O)C(=O)N(CCCOC)C23C(=O)N(C)c2ccccc23)cc1 (stereo not drawn),3,.,-9,.,.,-6,3,-3
O=C(/C=C/[C@H]1O[C@@H](n2ccc(=O)[nH]c2=O)[C@H](O)[C@@H]1O)NCCN1CCCCC1,6,-7,2,-3.5,.,0,-3,-2
CCOC(=O)c1c(-c2ccccc2)nc2ccc(C)cn12,0,11,8,.,.,3,-8,-5
COc1ccc2c(C)nc(Nc3nc(C)c(C)c(=O)[nH]3)nc2c1,11,.,-47,.,.,5,.,-2
CC(Sc1nnc2n1CCCCC2)C(=O)Nc1ccc(S(N)(=O)=O)cc1 (stereo not drawn),.,1,-2,2.8,9,21,2,0
COc1ccc(/C=N/NC(C)(C)C)c(OC)c1,1,18,11,1.1,1,-3,1,-5
CO[C@@H]1CN(C)C(=O)c2cc(NC(=O)c3cnccn3)ccc2OC[C@@H](C)N(CC2CC2)C[C@H]1C,2,4,2,-0.8,2,.,-4,-6
COc1ccc(Br)cc1CNC(=O)CCNC(=O)Cn1ccc2ccccc2c1=O,3,2,-1,-1.9,-5,4,.,4
C[C@@H]1CCCCO[C@@H](CN(C)CC2CC2)[C@H](C)CN([C@H](C)CO)C(=O)c2cc(NS(C)(=O)=O)ccc2O1,2,-6,.,1.3,10,0[16.7 µM],2,12
COc1cc(CNC(=O)c2ccc(Cn3nc(C)c(Cl)c3C)o2)cc(OC)c1,-5,.,8,.,.,-4,-1,0
COc1ccc(C#Cc2ccc3c(c2)[C@H]2[C@H](CCN2C(=O)NC(C)C)[C@H](CO)N3C)cc1,-12,2,-13,-1.8,2,-2[16.7 µM],1,-22
CCC(=O)N(C)C[C@@H]1Oc2cc(C#CCC(C)C)ccc2S(=O)(=O)N([C@H](C)CO)C[C@H]1C,-6,12,-24,-0.3,2,11[16.7 µM],4,1
COc1ccc(S(=O)(=O)N2CCC(C(=O)N[C@H](C(=O)NCc3ccco3)C(C)C)CC2)cc1,0,-11,12,-1.0,0,2,-2,0
CCOC(=O)C1=NN(c2ccccc2C)C2=NC(C)=C(C(=O)OC)C(c3cccs3)N12 (stereo not drawn),4,0,2,.,.,3,-2,5
CN1CCC(CNC(=O)Nc2csc3ccccc23)CC1,-30,-11,.,-1.0,.,7,4,1
c1ccc2c(c1)Oc1cccc3cccc-2c13,1,7,10,-3.1,-3,-5,-1,-2
O=C(Oc1nsnc1N1CCOCC1)N1CCCCC1,6,.,-6,2.2,18,0,4,-1
COc1cc(CNn2c(C)n[nH]c2=S)cc(Cl)c1OCc1ccccc1,-16,.,8,1.4,-29,0,-1,-1
O=C(NCCS(=O)(=O)N1CCN(c2ccccc2)CC1)C12CC3CC(CC(C3)C1)C2,-5,-1,-6,3.7,.,1,8,0
COc1cccc(NC(=O)Nc2ccc3c(c2)C(=O)N(C)C[C@H](OC)[C@H](C)CN[C@@H](C)CO3)c1,-2,-7,-6,-0.8,2,-9[16.7 µM],-4,-3
COc1ccc(C(=O)NC2CCN(Cc3ccccc3)C2)cc1S(=O)(=O)N1CCOCC1 (stereo not drawn),4,4,6,-2.6,6,-3,0,1

# Results in F508del corr and C2C12 statin, for some of the entries so far:
structure | F508del corr | C2C12 statin
CC(Sc1nnc2n1CCCCC2)C(=O)Nc1ccc(S(N)(=O)=O)cc1 (stereo not drawn) | 2.8 | -2
COc1ccc(/C=N/NC(C)(C)C)c(OC)c1 | 1.1 | 11

# New compounds follow.
SMILES,PGC1a acetyl inh,FN deposit inh,C2C12 statin,F508del corr,GSIS activator,miR122 inh,PglD DTNB,Cneo AK release
CC(=O)c1cc(C(=O)Nc2ccccc2C(=O)O)oc1C,36,.,-9,.,.,-3,7,-5
CC(C)(C)OC(=O)NCCCC[C@@H](C(=O)N1CCN(C(=O)OC(C)(C)C)CC1)n1cc(CCC(=O)O)nn1,6,4,9,3.9,1,1,0,-2
Cc1ccc(S(=O)(=O)N[C@@H]2CC[C@@H](CCn3cc(C4CCCC4)nn3)O[C@H]2CO)cc1,0,-6,.,0.3,2,.,.,.
O=C(C[C@@H]1CC[C@@H]2[C@H](COC[C@H](O)CN2S(=O)(=O)c2ccc(F)cc2)O1)N[C@@H]1CCN(Cc2ccccc2)C1,2,-10,-17,1.3,15,2[16.7 µM],1,4
COc1ccc(NC(=O)c2cc3c(=O)n(C)c4ccccc4c3n2C)cc1OC,.,10,-5,-0.5,.,-7,-3,1
COc1ccc(CCN(C)C(=O)C2CCCN(Cc3ccc(OC)c(OC)c3)C2)cc1OC (stereo not drawn),-8&-2,-11,0,-0.7,21,-8&-5,-3,0
Cc1ccccc1N(C(=O)c1snc(C(N)=O)c1N)C(C(=O)NCC1CCCO1)c1ccc(F)cc1 (stereo not drawn),.,-1,10,1.0,7,-7,.,.
Cc1ccccc1NC(=O)c1ccc(C)c(S(=O)(=O)Nc2ccccn2)c1,-2,.,97*,-1.3,5,4,0,-2
COc1ccc(C(=O)N/N=C(\C)CC(=O)Nc2cccc(C(F)(F)F)c2)cc1,2,-3,8,2.5,-20,-1,-4,3
O=C1CN(C(=O)COC(=O)[C@@H]2CCCN2S(=O)(=O)c2ccc(Cl)cc2)c2ccccc2N1,4,.,2,-1.4,.,0,-4,-4
COCCC(=O)N1CCC(Oc2ccc(C(=O)N3CCC(N(C)C)C3)cc2)CC1 (stereo not drawn),7,-2,8,-0.4,11,-4,-7,5
O=C(NN=C1CCCC1)C1COc2ccccc2O1 (stereo not drawn),5,-4,.,0.7,-8,.,.,.
CCOC(=O)C1CCN(C(=O)C(C)Oc2ccc(C(=O)c3ccccc3)cc2)CC1 (stereo not drawn),2,8,-3,1.9,-1,.,-2,0
COc1cc(C(=O)OCC(=O)N2CCN(S(=O)(=O)c3ccc(C)cc3C)CC2)c([N+](=O)[O-])cc1OC,.,1,-2,2.3,-2,.,0,-1
COC(=O)c1ccccc1NC(=O)CN(C)S(=O)(=O)c1ccc(OC)c(C)c1,0,4,0,.,35,-2,-6,4
CC(C)CC(=O)N1CCN(CC2CC=CCC2)CC1 (stereo not drawn),-21,.,-7,.,.,-11,5,0
CC1(C)CCC(=O)N2CC[C@H]3C[C@H](OC(=O)Nc4ccccc4)C[C@@H]1[C@H]32,11,2,-5,-2.0,-8,-3,4,-3
CCCOP(=O)(c1ccc(N(C)C)cc1)C(O)c1ccccc1OC (stereo not drawn),-6,5,-8,.,.,-7,-2,-2
C[C@H](CO)N1C[C@H](C)[C@@H](CN(C)S(=O)(=O)c2cn(C)cn2)Oc2ccc(NC(=O)CCCN(C)C)cc2C1=O,0,.,.,0.3,-6,-3[16.7 µM],1,41
C[C@@H]1CN([C@H](C)CO)C(=O)c2ccccc2-c2ccccc2CO[C@@H]1CN(C)C(=O)Nc1cccc(Cl)c1Cl,6,1,.,-1.4,27,.,.,.

# Ordered by count of non-hydrogen atoms (ascending): some entries from above
SMILES,PGC1a acetyl inh,FN deposit inh,C2C12 statin,F508del corr,GSIS activator,miR122 inh,PglD DTNB,Cneo AK release
CC(=O)c1cc(C(=O)Nc2ccccc2C(=O)O)oc1C,36,.,-9,.,.,-3,7,-5
COC(=O)c1ccccc1NC(=O)CN(C)S(=O)(=O)c1ccc(OC)c(C)c1,0,4,0,.,35,-2,-6,4
Cc1ccccc1N(C(=O)c1snc(C(N)=O)c1N)C(C(=O)NCC1CCCO1)c1ccc(F)cc1 (stereo not drawn),.,-1,10,1.0,7,-7,.,.

# More records
SMILES,PGC1a acetyl inh,FN deposit inh,C2C12 statin,F508del corr,GSIS activator,miR122 inh,PglD DTNB,Cneo AK release
O=C(CC1Oc2ccccc2NC1=O)NCc1ccccc1 (stereo not drawn),-7,-7,11,0.6,-5,-3,3,-4
O=C(Nc1ccc(Nc2ccccc2)cc1)c1ccc(F)cc1,-2,4,-29,-0.1,-9,-11,-5,-4
C[C@H](CO)N1C[C@H](C)[C@@H](CN(C)S(=O)(=O)c2cn(C)cn2)Oc2ccc(NC(=O)Cc3cn(C)c4ccccc34)cc2CC1=O,7,-8,16,-1.0,-4,5[16.7 µM],-3,2
N#Cc1c2n(c(=S)n(-c3ccc(F)cc3)c1=O)CCCCC2,-8,-12,-7,4.3,-3,-3,.,.
COc1ccccc1NC(=O)Nc1ccc(C(=O)N2CCCCC2)cc1,1,-5,-51,-2.4,-29,2,6,-6
COCC(O)CSc1nc(C)[nH]c1[N+](=O)[O-] (stereo not drawn),4,.,23,.,.,-6,4,1
CCC(=O)N1C[C@H](C)[C@H](OC)CN(C)C(=O)c2ccc(NC(=O)c3cnccn3)cc2OC[C@@H]1C,4,-21,-8,-0.2,9,.,5,-2
